# NCOA3 inh = human NCOA3 inhibition; Q9Y6Q9; HEK293 GAL4-SRC3 luciferase reporter, luminescence; inhibition, % at 3.6 µM; 360,000 compounds, 0.17% hits; AID 588352;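 active means inhibition above a per-campaign cutoff, the mean of all compounds plus 3 SD, cut at about 60% in these data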;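 further: 0% = DMSO-treated cells and 100% = gossypol-treated cells at 36 µM; higher means less SRC3-driven luciferase light from the GAL4 reporter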
# TLR9-MyD88 block = TLR9-MyD88 interaction inhibition; Q9NR96+Q99836; CHO BLA complementation TLR9-MyD88, CCF4 FRET ratio; inhibition, % at 4.98 µM; 340,000 compounds, 0.21% hits; AID 504734;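 active means inhibition above the mean over all tested compounds plus 3 SD, cut at about 21% in these data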;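 further: 0% = DMSO only wells and 100% = clavulanate BLA inhibitor control wells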
# COUP-TFII inh = inhibitors of human COUP-TFII (NR2F2); 370,000 compounds, 0.7% hits; HEK293T NGFI-A luciferase reporter, luminescence; inhibition, % at 8.6 µM;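 active means inhibition above a per-plate cutoff, mean inhibition of test wells between control levels plus 3 SD, cut at about 38% in these data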;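 further: cells cotransfected with COUP-TFII expression vector driving the NGFI-A reporter; 0% = median of COUP-TF2 test wells and 100% = reporter-only cells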
# Target sequence (P24468 whole entry, looked up): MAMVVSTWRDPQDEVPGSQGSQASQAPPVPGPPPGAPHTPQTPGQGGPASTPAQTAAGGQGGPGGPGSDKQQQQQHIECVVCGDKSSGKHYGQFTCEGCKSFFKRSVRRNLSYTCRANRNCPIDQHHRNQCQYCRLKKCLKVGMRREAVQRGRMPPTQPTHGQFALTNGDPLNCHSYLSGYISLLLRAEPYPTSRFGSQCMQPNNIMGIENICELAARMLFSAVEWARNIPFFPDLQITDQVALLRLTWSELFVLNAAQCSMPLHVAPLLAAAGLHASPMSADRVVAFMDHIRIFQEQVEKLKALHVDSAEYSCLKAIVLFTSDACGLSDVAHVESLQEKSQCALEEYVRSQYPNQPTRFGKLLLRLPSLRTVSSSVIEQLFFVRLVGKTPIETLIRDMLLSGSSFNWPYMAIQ
# NR5A2 inv ag = NR5A2 inverse agonism in reporter assay. O00482. HEK293T StAR-luciferase reporter, LRH-1 transfected, 24 h. inhibition, % at 3.6 µM. 360,000 compounds, 0.13% hits;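 active means inhibition above the mean inhibition of all tested compounds plus 3 SD, cut at about 73% in these data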;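 further: 0% = DMSO wells and 100% = reporter-only cells lacking LRH-1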
# SRC2 inh = inhibits human steroid receptor coactivator 2; Q15596; HEK293 GAL4-SRC2 luciferase reporter, luminescence; inhibition, % at 9 µM; 370,000 compounds, 0.17% hits; AID 651957;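 active means inhibition above the mean inhibition of all tested compounds plus 3 SD, set per campaign, cut at about 52% in these data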;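 further: 0% = DMSO treated cells and 100% = cells given Gossypol at 36 µM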
# TRAIL sens C8 = sensitizes caspase-8 expressing cells to TRAIL; NB7+C8 cells + TRAIL, ATPlite viability luminescence; inhibition (viability loss, TRAIL sensitization), % at 10 µM; 360,000 compounds, 1% hits; AID 624354;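 active means compounds causing at least 50% loss of cell viability in the single-dose screen, relative to plate controls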
# Vif imaging = blocks HIV Vif function. 340,000 compounds, 0.35% hits. HEK293T cells, Vif self-association by quenched fluorescence, imaging, 24 h. inhibition, % at 7.49 µM; in the data active means inhibition above about 50%, passing the limit was not always enough; further: some results filed as inactive read as strong as hits
# TROY signal inh = inhibitors of TROY-dependent NF-kB signaling. 360,000 compounds, 0.98% hits. Q293 LMP1-TROYcd NF-kB luciferase reporter, 4 h. inhibition, % at 10 µM. AID 1347056;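 active means compounds whose plate-normalised and pattern-corrected inhibition of the luciferase reporter signal at the single screening dose is 50% or more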
# SRC1 inh = inhibits human SRC1 coactivator; HEK293 GAL4-SRC1 luciferase reporter, luminescence; inhibition, % at 3.6 µM; 360,000 compounds, 0.12% hits;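 active means inhibition above the campaign mean plus 3 SD, with each screening campaign given its own cutoff, cut at about 60% in these data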;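 further: 0% = DMSO treated cells and 100% = gossypol at 36 µM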
# NOD2 RIPK2 PPI = blocks binding of human NOD2 to RIPK2. CHO BLA complementation NOD2-RIPK2, CCF4 ratio. inhibition, % at 4.98 µM. 360,000 compounds, 0.38% hits. AID 624267; in the data active means inhibition above about 21%;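 further: 0% = vehicle only and 100% = reference blocker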
# Target sequence (O43353 whole entry, looked up): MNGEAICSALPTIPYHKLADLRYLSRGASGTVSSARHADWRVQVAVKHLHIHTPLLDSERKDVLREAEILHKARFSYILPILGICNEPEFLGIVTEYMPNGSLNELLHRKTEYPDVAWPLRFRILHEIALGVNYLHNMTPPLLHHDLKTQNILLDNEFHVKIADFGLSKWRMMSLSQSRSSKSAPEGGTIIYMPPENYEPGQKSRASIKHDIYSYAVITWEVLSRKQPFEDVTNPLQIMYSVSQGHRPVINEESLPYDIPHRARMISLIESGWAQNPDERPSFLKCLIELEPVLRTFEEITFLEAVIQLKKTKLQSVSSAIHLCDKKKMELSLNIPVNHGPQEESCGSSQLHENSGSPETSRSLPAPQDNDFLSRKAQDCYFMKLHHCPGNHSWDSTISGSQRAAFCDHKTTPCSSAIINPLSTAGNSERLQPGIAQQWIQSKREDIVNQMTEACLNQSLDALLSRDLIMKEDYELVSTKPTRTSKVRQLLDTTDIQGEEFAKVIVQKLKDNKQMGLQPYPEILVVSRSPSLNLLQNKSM
# EBV LMP1 NFkB = reduces LMP1-driven NF-kappaB luciferase signal | 350,000 compounds, 0.69% hits | inhibition, % at 12.5 µM | LMP1-induced NF-kappaB luciferase reporter cells, luminescence; in the data active means inhibition above about 41%;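 further: 0% = neutral control wells and 100% = reference inhibitor control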
# * = called active by the depositor; . = not tested or not shown. A portion of the library; count on the stated rates, not on these rows.
SMILES,NCOA3 inh,TLR9-MyD88 block,COUP-TFII inh,NR5A2 inv ag,SRC2 inh,TRAIL sens C8,Vif imaging,TROY signal inh,SRC1 inh,NOD2 RIPK2 PPI,EBV LMP1 NFkB
COc1ccc2[nH]c(=O)c(CN(CCO)S(=O)(=O)c3ccc(C)cc3)cc2c1,0,7,-22,22,-4,-6,17,-7,2,-5,-3
COc1ccc(-c2nc(=S)n3ccsc3n2)cc1OC,-9,-3,5,-18,-14,-3,5,-16,-25,-14,1
CC(=O)Nc1ccc(S(=O)(=O)NC2(C(F)(F)F)N=C(c3ccccc3)NC2=O)cc1 (centres undefined),6,-2,-4,4,-12,-20,.,-31,7,-4,-4
C=CCN(C(=O)c1ccc(Cl)cc1)c1ccccc1C(=O)NCC(=O)O,2,12,6,-2,7,-1,-3,-7,-24,-12,-3
COc1ccc(-c2cc(=O)c3c(O)cc(O)cc3o2)cc1,-92,-8,-46,14,-25,23,0,39,-94,-7,-1
O=C(Cn1ncc(Cl)c(Cl)c1=O)NC1CCCCC1,-83,2,-12,-45,-44,96*,4,32,-33,6,-50
COc1ccc2[nH]c3c(c2c1)CCN1C(=O)C(CC(=O)NCc2ccco2)C[C@H](C(=O)N2CCOCC2)[C@@]31C (some centres undefined),-14,-9,-6,24,-4,1,8,3,-17,-9,-1
Cc1nc(N2CCN(Cc3ccccc3)CC2)nc2c1CCC2,12,-2,-3,5,-18,27,-5,12,-37,-2,0
CS(=O)(=O)N(CC(=O)NCc1ccccc1)C1CCCCC1,19,4,9,0,19,-1,-2,-1,-3,0,2
COCCN=C1N[C@@H](c2ccc(Br)cc2)C(C(=O)OC)=C(C)N1Cc1ccccc1,1,8,-11,11,-20,2,-3,-5,-34,6,9

# Compound profiles (already shown):
# CS(=O)(=O)N(CC(=O)NCc1ccccc1)C1CCCCC1 is listed as NCOA3 inh: 19; TLR9-MyD88 block: 4; COUP-TFII inh: 9; NR5A2 inv ag: 0; SRC2 inh: 19; TRAIL sens C8: -1; Vif imaging: -2; TROY signal inh: -1; SRC1 inh: -3; NOD2 RIPK2 PPI: 0; EBV LMP1 NFkB: 2
# COc1ccc(-c2nc(=S)n3ccsc3n2)cc1OC is listed as NCOA3 inh: -9; TLR9-MyD88 block: -3; COUP-TFII inh: 5; NR5A2 inv ag: -18; SRC2 inh: -14; TRAIL sens C8: -3; Vif imaging: 5; TROY signal inh: -16; SRC1 inh: -25; NOD2 RIPK2 PPI: -14; EBV LMP1 NFkB: 1

# Further results
SMILES,NCOA3 inh,TLR9-MyD88 block,COUP-TFII inh,NR5A2 inv ag,SRC2 inh,TRAIL sens C8,Vif imaging,TROY signal inh,SRC1 inh,NOD2 RIPK2 PPI,EBV LMP1 NFkB
COc1cc2c(cc1OC)CN(C(=O)c1sccc1C)CC2,16,0,-2,-2,-2,16,23,-3,3,4,-3
COc1cccc(CNC(=O)C(=O)NCCc2ccc(OC)c(OC)c2)c1,5,-3,4,-10,-7,8,.,9,15,-5,-1
O=C(NCCN1CCCC1)c1ccc(Cn2c(=S)[nH]c3cc4c(cc3c2=O)OCO4)cc1,-17,-6,26,-10,-25,13,0,10,-18,-5,9
CCc1ccc2c(c1)c1nnc(NN)nc1n2C,8,0,-4,20,-14,5,0,9,-42,-3,-12
Cc1ccc(S(=O)(=O)N2CCN(Cc3ccccn3)CC2)cc1,9,-14,-9,5,15,-6,7,4,-6,-3,-5
COCCN=C1N[C@@H](c2cccc(C(F)(F)F)c2)C(C(=O)OC)=C(C)N1Cc1ccccc1,-28,5,2,-5,-53,5,-2,-14,-4,4,7
COc1ccc(S(=O)(=O)N2CCN(C(=S)Nc3ccc(S(N)(=O)=O)cc3)CC2)cc1,-16,1,-8,3,-17,28,6,-13,-5,-10,3
CCOc1ccc(NS(=O)(=O)c2cc(C(=O)N(CC)CC(=O)NCc3cccs3)ccc2C)cc1,17,2,-1,-10,-9,3,-8,3,-8,-8,7
COCCn1c(SCC(=O)c2ccccc2)nc2c(c1=O)SC(C)C2 (centres undefined),-20,-6,2,22,0,-22,-1,-5,0,-6,3
CCOc1ccccc1NC(=O)CSc1nc2ccccc2c(=O)n1CC1CCCO1 (centres undefined),9,8,-7,9,-1,-15,-3,-7,8,-6,-9

# Pulled by structure from above:
SMILES,NCOA3 inh,TLR9-MyD88 block,COUP-TFII inh,NR5A2 inv ag,SRC2 inh,TRAIL sens C8,Vif imaging,TROY signal inh,SRC1 inh,NOD2 RIPK2 PPI,EBV LMP1 NFkB
Cc1ccc(S(=O)(=O)N2CCN(Cc3ccccn3)CC2)cc1,9,-14,-9,5,15,-6,7,4,-6,-3,-5
O=C(NCCN1CCCC1)c1ccc(Cn2c(=S)[nH]c3cc4c(cc3c2=O)OCO4)cc1,-17,-6,26,-10,-25,13,0,10,-18,-5,9

# (further entries)
SMILES,NCOA3 inh,TLR9-MyD88 block,COUP-TFII inh,NR5A2 inv ag,SRC2 inh,TRAIL sens C8,Vif imaging,TROY signal inh,SRC1 inh,NOD2 RIPK2 PPI,EBV LMP1 NFkB
CC1CCN(S(=O)(=O)c2ccc3c(c2)C(=NO)c2cc(S(=O)(=O)N4CCC(C)CC4)ccc2-3)CC1,-7,4,16,-6,-6,95*,-20,-17,-30,-3,-166
Cc1ccc2c(c1)C(=O)C(=O)N2CCOc1ccccc1,-34,6,-29,-31,7,10,-13,-41,-32,19,-1
O=C(c1ccc(Cl)cc1)c1oc2ccccc2c1CS(=O)(=O)c1ccccc1,-18,-11,-9,-18,10,7,2,4,-1,-1,7
O=C(C1CC1)N1CCN(c2ccc(F)cc2)CC1,-3,1,-1,-6,-15,-18,0,10,-16,1,1
O=C(Nc1ccc(O)cc1)c1cc(S(=O)(=O)N2CCCC2)ccc1Cl,15,9,4,8,22,-3,-4,19,15,-6,-4
Cc1ccc(NC(=O)CCC(=O)N/N=C/c2cccnc2)cc1,-17,-5,-13,1,-52,1,15,-14,3,-5,-5
COCCNCc1ccccc1,-13,-4,-2,4,0,35,2,-4,11,9,1
Cc1ccc(Sc2cc(C(=O)NCCN(C)C)c3ccccc3n2)cc1,0,-14,1,-5,5,12,3,3,7,-4,12
COc1cc(NC(=O)c2ncn[nH]2)cc(OC)c1OC,-1,-2,-13,16,20,-13,4,-6,-7,-4,-3
COc1c(F)cccc1C1=CC(=O)C[C@H](c2ccc3c(c2)OCO3)C1,-3,-10,-6,-10,-17,-10,-3,-20,-17,-10,5

# The closing six entries of the part above are carried over, then new ones follow.
SMILES,NCOA3 inh,TLR9-MyD88 block,COUP-TFII inh,NR5A2 inv ag,SRC2 inh,TRAIL sens C8,Vif imaging,TROY signal inh,SRC1 inh,NOD2 RIPK2 PPI,EBV LMP1 NFkB
O=C(Nc1ccc(O)cc1)c1cc(S(=O)(=O)N2CCCC2)ccc1Cl,15,9,4,8,22,-3,-4,19,15,-6,-4
Cc1ccc(NC(=O)CCC(=O)N/N=C/c2cccnc2)cc1,-17,-5,-13,1,-52,1,15,-14,3,-5,-5
COCCNCc1ccccc1,-13,-4,-2,4,0,35,2,-4,11,9,1
Cc1ccc(Sc2cc(C(=O)NCCN(C)C)c3ccccc3n2)cc1,0,-14,1,-5,5,12,3,3,7,-4,12
COc1cc(NC(=O)c2ncn[nH]2)cc(OC)c1OC,-1,-2,-13,16,20,-13,4,-6,-7,-4,-3
COc1c(F)cccc1C1=CC(=O)C[C@H](c2ccc3c(c2)OCO3)C1,-3,-10,-6,-10,-17,-10,-3,-20,-17,-10,5
NS(=O)(=O)c1ccc(CCNC(=O)c2ccc([N+](=O)[O-])s2)cc1,-1,-1,0,26,-10,7,25,3,6,-16,2
COc1ccc(S(=O)(=O)N2CCN(Cc3ccccc3[N+](=O)[O-])CC2)cc1,1,2,15,5,11,8,0,2,-26,-3,-6
CC(C)(C)C(=O)N1CCCC1C(=O)O (centres undefined),-3,7,-11,13,10,-6,-3,-9,-1,11,-9
Cc1ccc(C(C)(C)C)c(OCCOCCN2CCCC2)c1,10,0,12,-6,0,15,3,-16,14,-1,1
CCc1ccc2nc(N3CCN(C)CC3)c(C#N)cc2c1,-20,-7,-16,-2,-32,8,-13,3,-12,3,0
O=C(Nc1nn[nH]n1)c1cccc([N+](=O)[O-])c1,5,6,14,-4,-33,8,0,-5,-3,-4,2
C/C(=N/NC(=O)c1sc(NS(=O)(=O)c2ccc(C)cc2)nc1C)c1sc(N)nc1C,-13,-7,13,15,-44,-3,8,-6,-17,-5,5
Cc1cc(NC(=O)c2noc3c2CCCCC3)no1,-66,-1,.,-47,.,2,.,-1,-50,-3,-15
CC(C)c1ccc(-c2csc(NC(=O)c3cccs3)c2C(=O)O)cc1,36,-5,14,30,-25,-23,2,28,25,-4,6
O=C1NC[C@H](c2ccccc2)N(CC2CCCCC2)C1=O,-1,0,-5,11,-7,5,-5,1,-16,-4,0
O=C(Nc1cccnc1)C1CC(c2ccc(Cl)c(Cl)c2)=NO1 (centres undefined),14,-3,6,-14,0,-23,0,-10,-19,-5,1
COc1ccc(CCNC(=O)c2ccccc2NC(=O)CN2CCN(c3ccccc3O)CC2)cc1,3,-9,-19,60,8,25,-18,24,-13,3,9
Cc1cccc(N2CCN(C(=O)C3CCN(S(=O)(=O)c4cccc5cccnc45)CC3)CC2C)c1 (centres undefined),11,-2,7,-7,3,20,-2,3,-14,2,29
Cc1ccc(-c2csc(N=C(N)N)n2)c(C)c1,-14,.,-14,-28,8,1,0,-3,-3,1,.
CCOC(=O)c1cnc(SCC(=O)Nc2ccccc2C(=O)OC)nc1N,-17,-6,12,-7,7,4,5,18,3,-1,12
CCc1cc(C(=O)N2CCN(C(=O)c3ccccc3)CC2)sc1C,11,3,1,-8,-10,1,6,11,-11,-1,19
COc1ccc(C(=O)N2CCN(c3ccc(N4CCOCC4)nn3)CC2)cc1OC,5,-2,0,0,-35,-1,3,-29,2,4,1

# Source: PubChem BioAssay
